14-3-3 PPI: modulators of human 14-3-3 gamma - Raf peptide interaction; inhibition, % at 40 µM; FP, 14-3-3gamma / TMR-pS259-Raf peptide binding; AID 422; P61981; 0.19% of 160,000 active; in the data active = inhibition above about 30%;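 also: 0% = protein plus tracer without compound and 100% = blank with tracer alone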
Target sequence (P61981 whole entry, looked up): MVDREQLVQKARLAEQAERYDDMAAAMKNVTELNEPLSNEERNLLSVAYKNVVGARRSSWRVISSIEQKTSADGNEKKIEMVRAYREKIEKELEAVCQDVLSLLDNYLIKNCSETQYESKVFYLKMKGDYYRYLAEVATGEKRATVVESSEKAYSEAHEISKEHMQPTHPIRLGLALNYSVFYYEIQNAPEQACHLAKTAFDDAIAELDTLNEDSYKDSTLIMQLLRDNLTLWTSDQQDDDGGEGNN
Numbers without * were called inactive; & = joins results of further samples. These rows are one share of the data. The share of hits here may be higher or lower than overall.

14-3-3 PPI | SMILES
-1 | CC(=O)N1CCN(C2c3cccc4cccc(c34)C2NS(=O)(=O)c2ccccc2)CC1 (centres undefined)
-14 | Cc1nn(-c2ccccc2)c(Cl)c1C=Cc1ccc2cccc(O)c2n1
-6 | NC(=O)c1ncn([C@@H]2O[C@H](CO)[C@@H](O)[C@H]2O)c1O
-8 | CCOC(=O)C1C(=O)C=C(c2ccc(C)cc2)CC1c1ccccc1OCC (centres undefined)
-4 | CC(=O)N1CCc2cc(S(=O)(=O)CCC(=O)Nc3ccccc3F)ccc21
-90 | O=C1c2ccccc2C(=O)c2c1cc(Nc1ccccc1)c1nsnc21
-8&-3 | COc1ccc(NC(=O)CCN2CCCCC2)cc1
-2 | Cc1ccc(CNc2ncnc(N)c2[N+](=O)[O-])cc1
-11 | O=C(CN(C1CC1)S(=O)(=O)c1ccc(S(=O)(=O)NC2CCCCC2)cc1)Nc1ccccc1
-7 | COc1cc(NC(=O)Nc2cccc(C(C)=O)c2)cc(OC)c1OC
-9 | Cc1c(C(=O)Nc2c3c(nn2-c2ccc(Cl)cc2)CSC3)cccc1[N+](=O)[O-]
6 | CCOc1ccc(NC(=O)c2nn(-c3ccc(OC)cc3OC)c(=O)c3ccccc23)cc1
-7 | O=C(COc1cccc(NC(=O)c2ccco2)c1)c1ccccc1
7 | O=C(NCc1ccc2c(c1)OCO2)c1ccccc1I
-2 | Cc1ccccc1-c1nnc(SCC(=O)N2CCCc3ccccc32)o1
-4 | O=C(c1cc2ccccc2oc1=O)N(Cc1ccco1)C1CCS(=O)(=O)C1 (centres undefined)
-7 | Cc1cccc(C)c1NC(=O)C1(NC(=O)C2CCCN2C(=O)OC(C)(C)C)CCCCC1 (centres undefined)
10 | CCOC(=O)C1=C(C)Nc2nnnn2C1c1ccc(O)cc1 (centres undefined)
4 | NC(=O)c1sc(=S)n(-c2ccc(Cl)cc2)c1N
-1 | CCCn1cc(SCC(=O)Nc2nnc(C)s2)c2ccccc21
13 | Cc1ccc(CNC(=O)c2cn(C3CCCC3)c(=O)c3c2c2ccccc2n3C)cc1
11 | CCOC(=O)c1sc2nc(C)n(CC(=O)Nc3ccc(OC)cc3OC)c(=O)c2c1C
4 | C=CCNc1nc(-c2c(C)nc3sccn23)cs1
2 | Cc1ccc(CNC(=O)c2oc3ccc(S(=O)(=O)N4CCOCC4)cc3c2C)cc1
-7 | COc1cccc(OC)c1-c1nn2c(-c3ccccc3Cl)nnc2s1
-16 | CCN(CC)CCNC(=O)c1ccc2c(c1)N(Cc1cc(C)ccc1C)C(=O)c1ccccc1S2
-5 | Cc1nn(-c2ccccc2)c2sc(C(=O)Nc3cccc(O)c3)cc12
0 | CC(C)CC1=NN(C(=O)COc2ccccc2)C(O)(C(F)(F)F)C1 (centres undefined)
-9&-8 | CCOC(=O)Cc1nnc(NC(=O)CC)s1
-4 | COc1ccc(-n2nc(C(=O)N3CCCCC3C)c3ccccc3c2=O)c(OC)c1 (centres undefined)
-9&3 | Cc1ccc(S(=O)(=O)c2c(C)nn(C(C)(C)C)c2OC(=O)C(C)(C)C)cc1
0 | Cc1cc(C)nc(N2CCC(C(=O)NC3CCCc4ccccc43)CC2)n1 (centres undefined)
4 | CCC(=O)NC(c1ccccc1OC)c1cc([N+](=O)[O-])c2cccnc2c1O (centres undefined)
2 | COc1cc(-c2n[nH]c(=S)n2-c2ccc(C)cc2C)cc(OC)c1OC
-5 | O=C(O)C1C2C=CC(O2)C1C(=O)NCC1CCCO1 (centres undefined)
-4 | O=C1Cc2ccccc2C(=O)N1CCc1ccccc1
-9 | Cc1ccc(C2C(C#N)=C(N)Oc3nc(-c4ccccc4)[nH]c32)o1 (centres undefined)
-13 | C=CCN1C(=O)c2ccccc2Sc2ccc(C(=O)NCc3ccccc3Cl)cc21
-15 | CCCN(c1ccc(C(C)C)cc1)S(=O)(=O)c1cc(Br)cc2c1N(C(=O)C1CC1)CC2
-16 | CCCc1oc2ccc(NS(=O)(=O)c3ccc(Br)cc3)cc2c1C(=O)OCC
-24 | Cn1c(=O)n(Cc2ccccc2Cl)c2ccccc21
-8 | O=[N+]([O-])c1c(NCC2CCCO2)ccc2nonc12 (centres undefined)
-3 | O=C(Nc1nc2ccccc2s1)c1ccc(S(=O)(=O)N2CCOCC2)cc1
4 | CCOC(=O)CC1=C(C(=O)OCC)C(c2cc(OC)c(OC)cc2OC)C(C#N)=C(N)O1 (centres undefined)
-6 | N/C(CCCN1CCCCC1)=N/O
3 | Cc1cccc(-n2nc3c(c2NC(=O)c2cccc(Br)c2)CS(=O)(=O)C3)c1C
-3&-12 | Cc1c(C(=O)O)oc2ccc(S(=O)(=O)NCc3ccccc3)cc12
8 | CCCCNC(=O)CCC(=O)Nc1ccc2nc(N3CCOCC3)cc(C)c2c1
-3 | Cc1ccc(Nc2ncc([N+](=O)[O-])cc2[N+](=O)[O-])cc1
-3&-87 | O=C(NC1CCCCC1)c1cc(-c2ccco2)on1
-5 | Cc1nc2sc(C(c3ccco3)N3CCC(C)CC3)c(O)n2n1 (centres undefined)
5 | COc1ccc(-c2nc(Nc3ccc(Cl)cc3)c3ccccc3n2)cc1OC
0 | COc1ccc(C(=O)NCCSc2ccccn2)cc1
1 | O=C(O)c1cc(NCc2c(F)cccc2Cl)ccc1N1CCOCC1
-2 | C=CCn1c(SCC(=O)c2ccc(C)cc2)nc2sc(CC)cc2c1=O
-5 | Cc1cc(NC(=O)c2cnn3c(C(F)F)cc(-c4ccccc4)nc23)no1
0 | CCOC(=O)c1cccc(NC(=O)CCCN2C(=O)c3ccccc3C2=O)c1
-6 | CCN(CCCNC(=O)CCc1nc(-c2ccc(C)cc2)no1)c1cccc(C)c1
-7 | N#Cc1c(NC(=O)c2cc(C3CC3)on2)sc2c1CCC2
2 | CCc1nn2c(C)c(C)c(C)nc2c1C

(next part)
14-3-3 PPI | SMILES
7 | O=C1CCCC2=C1C(c1ccc(OCc3ccccc3F)cc1)C1=C(CCCC1=O)O2
-19 | O=C1CC(SCc2nc3ccccc3[nH]2)C(=O)N1c1cccc(F)c1 (centres undefined)
-54 | COC(=O)Oc1ccc2c(=O)c(Oc3ccccc3Cl)coc2c1
-10 | c1ccc2c3c([nH]c2c1)CCNC3
-6 | COc1cc(S(=O)(=O)Nc2cccnc2)ccc1F
-2 | CC(=O)N1CCc2cc(S(=O)(=O)NCC(=O)NCc3ccccc3Cl)ccc21
4 | O=C(C1CCCCC1)N1CCN(c2ccccc2F)CC1
-1 | COc1ccc(NC(=O)C2C(=O)N(C)C3(C)CC2c2ccccc2O3)cc1 (centres undefined)
-8 | S=C(c1ccc(-c2ccccc2Cl)o1)N1CCOCC1
-5 | COc1ccc(C(=O)CSc2nccc(=O)[nH]2)cc1
-25 | O=C(Nc1ccc(Cl)cc1)c1cc(Cl)ccc1NS(=O)(=O)c1ccc(Cl)cc1
6 | CCCCCCC(C)n1[nH]c(=O)c2c(C)cc(=O)[nH]c21 (centres undefined)
-2 | COc1ccc(C2CC(c3ccc(C)cc3)Nc3ncnn32)c(OC)c1OC (centres undefined)
-46 | Cc1ccc(-n2nc3ccc(NC(=O)COc4ccccc4)cc3n2)cc1Cl
3 | CCCOc1ccc(C(=O)Nc2ccc(NC(=O)c3cccc(C)c3)cc2)cc1
-6 | Cc1ccc(Cn2c(=O)cc(C(=O)NC3CCCC3)c3ccccc32)cc1
-69 | COC(=O)c1ccc2nc(C)cc(Nc3cccc(C(C)=O)c3)c2c1
-14 | CCOC(=O)Nc1cc(C)ccc1OC
-9 | CC1CC(C)CN(CCCNC(=O)C2c3ccccc3C(=O)N2CCc2ccc(Cl)cc2)C1 (centres undefined)
-6 | COCc1nc2ccccc2n1Cc1ccccc1Br
8 | CCCC1CC(CSc2nc3ccccc3[nH]2)OC1=O (centres undefined)
-5 | O=C(O)CCSc1nnnn1-c1ccccc1
-1 | O=C(Nc1ccc(OC(F)(F)F)cc1)c1cnc2n(c1=O)CCS2
-4 | COc1cc(C(=O)N2CC(=O)Nc3ccc(F)cc3C2c2ccc(F)cc2)cc(OC)c1OC (centres undefined)
3 | CCOc1cc2c(cc1OCC)C1C(C(=O)Nc3cc(Cl)ccc3OC)c3ccccc3C(=O)N1CC2 (centres undefined)
-4 | COc1cc(S(=O)(=O)Nc2ncccc2C)c(OC)cc1Cl
0 | CCOC(=O)C1CCN(C(=O)c2sc3ncnc(N4CCCCC4C)c3c2C)CC1 (centres undefined)
0 | CCOC(=O)C1CSC(CC(=O)Nc2ccc(Cl)cc2)C(=O)N1 (centres undefined)
4 | Cc1ccc(S(=O)(=O)NCCCNC(=O)c2ccccc2)cc1
2 | COc1cc(C(N)=O)cc(Br)c1OC
-5 | C[n+]1ccc(C=Cc2ccco2)c2ccccc21
-5 | COc1ccc(N2C(=O)C3CCCN3C2c2ccc(F)cc2)cc1Cl (centres undefined)
-10 | COc1cc(C=Nc2ccc(N=Cc3ccc(O)c(OC)c3)c([N+](=O)[O-])c2)ccc1O
-1 | COc1ccc(Cl)cc1C(=O)Nc1ccccc1N1CCN(C)CC1
-3 | CC1CCN(c2ccc([N+](=O)[O-])c(NCCOc3ccc(F)cc3)c2)CC1
-2 | COc1ccc(S(=O)(=O)N(C)CC(=O)N2CCC(C(N)=O)CC2)cc1
-21 | CC1Cc2ccccc2C(=O)N1 (centres undefined)
0 | Cn1cccc1Cc1nnc(SCC(=O)Nc2cccc(F)c2)n1CCc1ccccc1
1 | CCOC(=O)c1c(C)n(C)c2ccc(OC(=O)c3ccoc3)cc12
-32 | CCc1ccc2nc(N3CCC(C(=O)NCCCN4CCCCC4CC)CC3)sc2c1 (centres undefined)
1 | O=C(CCn1cccc1)NC1CCCc2ccccc21 (centres undefined)
4 | O=C(NCc1ccccc1Cl)C1CCN(C(=O)c2sccc2-n2cccc2)CC1
5 | N#Cc1cc(C(=O)c2cc(Br)ccc2O)cn(C2CC2)c1=O
2 | CC(=O)c1cccc(NC(=O)c2cc3nc(-c4ccc(Cl)cc4)cc(C(F)(F)F)n3n2)c1
2 | CCCCNc1nc(SCC(=O)Nc2cccc(C(F)(F)F)c2)nc2ccccc12
-7 | COc1ccc(Cl)cc1C(=O)Nc1cc(-c2nc3ncccc3o2)ccc1C
1 | O=C(CNS(=O)(=O)c1ccc2nsnc2c1)NCCc1ccccc1
-3 | CCOC(=O)C1=C(C)N(Cc2ccccc2)C(=O)NC1c1ccccc1F (centres undefined)
-12 | CC1(C)CC2(CC(C)(C)N1)OC(=O)N1CCc3ccccc3C12C (centres undefined)
1 | O=C(/C=C\Nc1ccc2c(c1)OCO2)c1ccccn1
1 | COc1ccc(Cn2c(=O)[nH]c3cc(C(=O)O)ccc3c2=O)cc1
3 | O=c1[nH]c(=S)[nH]c2c1C(C1CCCCC1)Cc1ccccc1-2 (centres undefined)
-1 | CC(C)(CC(=O)O)Cc1nc(-c2ccc(Cl)cc2)no1
-2 | COC(=O)C1C(=O)NC(SC)=C(C#N)C1c1ccccc1 (centres undefined)
-8 | C=CCOC(=O)C1=C(C)NC(=O)NC1c1ccccc1 (centres undefined)
4 | COc1cc(C2C(C(=O)OC(C)C)=C(C)NC3=C2C(=O)CC(C)(C)C3)cc(Cl)c1O (centres undefined)
-7 | O=C1SC(Br)C(=O)N1c1ccc(Br)cc1 (centres undefined)
2 | O=C(Nc1ncc(Cc2ccc(Cl)cc2)s1)c1ccc([N+](=O)[O-])cc1
-36 | CCCCN(CC)S(=O)(=O)c1ccc(C(=O)Nc2cccc3c2C(=O)c2ccccc2C3=O)cc1
-3 | CCc1nnc(NC(=O)CSc2nnc(Cc3cccn3C)n2C)s1

Next structures follow.
14-3-3 PPI | SMILES
-3 | CCOC(=O)c1cnc2ccc(OCC)cc2c1NCCN1CCOCC1
-3 | CC(=O)N(C)c1ccc(NS(=O)(=O)Cc2ccccc2)cc1
-29 | COC(=O)c1cc2c(s1)CN(C1CCCCCCC1)C2
-10 | O=c1oc2ccc3ccccc3c2cc1-c1cn2c(n1)sc1cc(Cl)ccc12
8 | CCOC(=O)c1c(C)n(C)c2c1cc(OC(=O)c1ccccc1)c1ccccc12
-5 | CCN(CC)CCCNC(=O)C1c2ccccc2C(=O)N(C)C1c1cccs1 (centres undefined)
-2 | O=C(NCc1ccccc1Cl)C1CCC(Cn2c(SCc3cc(=O)n4cc(Cl)ccc4n3)nc3ccccc3c2=O)CC1 (centres undefined)
-3 | CCOc1ccc2nc(S(N)(=O)=O)sc2c1
-3 | CCN(CC)C(C(=O)NC1CCCC1)c1ccccc1 (centres undefined)
4 | COc1cc(CNC2CCCC2)cc(OC)c1OC
-7 | CC(C)c1ccc2c(N)c(C(=O)Nc3cnc4ccccc4c3)sc2n1
-10 | CC1(C)COCN1S(=O)(=O)c1ccc(C(=O)Nc2nnc(-c3cccs3)o2)cc1
